Assay outcomes: PubChem, Sanford-Burnham Center for Chemical Genomics
hIAP block = blocks human intestinal alkaline phosphatase; P09923; purified IAP, CDP-Star luminescence, 30 min; inhibition, % at 10 µM; 330,000 compounds, 0.12% hits; AID 2544;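 active means inhibition reaching a set limit with compound at 10 µM in the primary screen, cut at about 35% in these data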;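 further: plate controls were DMSO wells with enzyme for no effect and no-enzyme buffer wells for full effect; values of inactives mirror those of a sister screen read the other way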
Target sequence (P09923 whole entry, looked up): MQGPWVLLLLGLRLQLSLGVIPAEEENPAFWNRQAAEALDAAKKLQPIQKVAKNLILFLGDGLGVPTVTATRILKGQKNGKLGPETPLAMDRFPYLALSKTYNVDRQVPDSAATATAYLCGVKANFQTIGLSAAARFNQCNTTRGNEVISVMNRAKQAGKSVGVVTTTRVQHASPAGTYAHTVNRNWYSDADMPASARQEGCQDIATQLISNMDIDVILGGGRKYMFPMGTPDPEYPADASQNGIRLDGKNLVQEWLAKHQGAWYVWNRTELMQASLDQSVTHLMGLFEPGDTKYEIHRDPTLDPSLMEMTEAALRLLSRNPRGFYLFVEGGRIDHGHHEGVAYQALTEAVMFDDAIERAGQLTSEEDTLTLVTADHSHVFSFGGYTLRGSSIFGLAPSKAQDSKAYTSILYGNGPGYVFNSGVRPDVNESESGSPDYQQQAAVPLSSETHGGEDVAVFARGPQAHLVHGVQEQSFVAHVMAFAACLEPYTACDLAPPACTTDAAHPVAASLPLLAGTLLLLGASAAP
ATG4B inhibitor = ATG4B (human) cysteine protease inhibition; Q9Y4P1; ATG4B cleavage of LC3-PLA2, NBD-HPC fluorescence, 1 h; inhibition, % at 8.33 µM; 340,000 compounds, 0.51% hits; AID 504462; in the data active means inhibition above about 40%
Target sequence (Q9Y4P1 whole entry, looked up): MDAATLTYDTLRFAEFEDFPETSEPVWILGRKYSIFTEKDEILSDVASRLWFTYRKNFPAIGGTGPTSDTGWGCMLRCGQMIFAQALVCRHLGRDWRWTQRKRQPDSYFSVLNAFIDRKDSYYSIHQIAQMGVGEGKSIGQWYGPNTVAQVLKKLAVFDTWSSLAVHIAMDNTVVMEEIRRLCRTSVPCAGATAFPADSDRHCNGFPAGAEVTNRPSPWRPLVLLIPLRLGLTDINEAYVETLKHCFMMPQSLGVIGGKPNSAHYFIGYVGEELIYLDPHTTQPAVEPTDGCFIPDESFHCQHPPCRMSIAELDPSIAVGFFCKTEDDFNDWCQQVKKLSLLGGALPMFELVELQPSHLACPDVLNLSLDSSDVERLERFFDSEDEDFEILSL
hIAP activ = human IAP activation; 330,000 compounds, 0.16% hits; purified human IAP, CDP-Star luminescence, 30 min; stronger effect = higher value; 1 = vehicle-only enzyme, 0 = enzyme-free background; activation factor at 10 µM; P09923;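 active means activation factor of the enzyme at least 2-fold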; further: the source names both 10 and 20 µM as test concentration; values of inactives mirror those of a sister screen read the other way
mIAP act = increases mouse intestinal alkaline phosphatase activity; activation factor at 10 µM; muIAP, CDP-Star luminescence, 30 min; stronger effect = higher value; 1 = vehicle-only enzyme signal, 0 = enzyme-free wells; 330,000 compounds, 0.24% hits; AID 2805;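 active means activation factor of at least 2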; further: the source names both 10 and 20 µM as test concentration; values of inactives mirror those of a sister screen read the other way
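Assay system: mouse IAP enzyme; Reagent: CDP-Star chemiluminescent phosphatase substrate; Compound: DMSO-dissolved test compounds; Incubation: 30 min, room temperature; Technique: luminescence from enzymatic CDP-Star hydrolysis; Controls: DMSO-only wells and no-enzyme negative control.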
mIAP block = blocks mouse intestinal alkaline phosphatase; purified mouse IAP, CDP-Star luminescence, 30 min; inhibition, % at 10 µM; 330,000 compounds, 0.2% hits; AID 2806;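 active means inhibition of at least 40% at 10 µM in the primary screen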;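 further: plate controls were DMSO with enzyme for no effect and no enzyme wells for full effect; values of inactives mirror those of a sister screen read the other way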
MPTP inh = inhibitors of mitochondrial permeability transition pore; isolated mouse mitochondria, Ca2+ swelling absorbance, 30 min; inhibition, % at 10 µM; 360,000 compounds, 1.4% hits;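 active means inhibition of 50% or more, scaled per plate between neutral and stimulator controls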;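 further: 0% = DMSO wells given calcium and 100% = 1 mM EGTA wells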
beta cell repl = inducers of beta-cell replication in MIN6 cells. MIN6 cells proliferation, ATPlite luminescence, 48 h; cells starved in 0.2% serum; 100% = growth in 10% serum. proliferation, % at 10 µM. 330,000 compounds, 0.29% hits. AID 2380;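 active means compounds whose signal lies at least 3.5 SD above the mean of all wells on their plate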;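 further: 0% = DMSO-treated cells in low-serum medium and 100% = 10% serum control; some compounds called inactive have numbers as strong as hits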
APOBEC3G inh = blocks human APOBEC3G single-stranded DNA deamination. Q9HC16. recombinant A3G, ssDNA deamination FAM/TAMRA fluorescence. inhibition, % at 20 µM. 330,000 compounds, 0.28% hits. AID 493012;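 active means inhibition of at least 40% at 20 µM, with no more than 30% in the related APOBEC3A deaminase screen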;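 further: plate controls were DMSO wells with A3G for no effect and wells lacking A3G enzyme for full effect; some compounds called inactive have numbers as strong as hits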
A3A deaminase = human APOBEC3A DNA deaminase inhibition; P31941; recombinant A3A, FAM/TAMRA ssDNA deamination fluorescence; inhibition, % at 20 µM; 330,000 compounds, 0.41% hits;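 active means at least 40% inhibition at 20 µM here, with at most 30% in a related deaminase screen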;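 further: plate controls were A3A with DMSO for no effect and wells lacking A3A enzyme for full effect; some results filed as inactive read as strong as hits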
Target sequence (P31941 whole entry, looked up): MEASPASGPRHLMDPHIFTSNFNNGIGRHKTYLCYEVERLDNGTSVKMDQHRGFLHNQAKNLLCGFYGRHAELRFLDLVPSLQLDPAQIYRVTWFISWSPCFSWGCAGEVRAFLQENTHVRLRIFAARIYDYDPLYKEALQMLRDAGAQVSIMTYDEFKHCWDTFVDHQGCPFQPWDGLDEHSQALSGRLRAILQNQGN
Numbers without * were called inactive; x = not tested or not shown. Compounds as they come (roughly 3.3% active in at least one column).

Start of the data: the first five entries (preview)
SMILES | hIAP block | ATG4B inhibitor | hIAP activ | mIAP act | mIAP block | MPTP inh | beta cell repl | APOBEC3G inh | A3A deaminase
COc1ccccc1NS(=O)(=O)c1ccc(Cl)c(NC(=O)C(C)N2C(=O)c3ccccc3C2=O)c1 (stereo not drawn) | 10 | 1 | 0.9 | 0.98 | 2 | 1.4 | 5 | -7 | -2
COc1ccc(C2c3[nH]c4ccccc4c3C[C@H]3C(=O)N(c4ccccc4C(=O)N4CCC[C@H]4C(=O)O)C(=O)N23)cc1 (stereo partly drawn) | 0 | -6 | 1 | 1 | -2 | -0.8 | 1 | -1 | 3
Cc1ccc(O)c(CNc2nc3ccccc3n2C(C)C)c1 | -16 | -6 | 1.2 | 1.2 | -17 | 0.0 | 0 | -2 | 1
Cc1cc2c(ncn2C(C)C)c(NS(=O)(=O)c2ccc(F)cc2)c1C | 19 | -18 | 0.81 | 1 | -4 | 2.1 | 8.9* | -6 | -1
Cc1cc(=O)n2nc(N3CCCC(C(=O)NCc4ccc(Cl)cc4)C3)sc2n1 (stereo not drawn) | 17 | -9 | 0.83 | 1 | 0 | 1.0 | -1 | -4 | -3

This part in full, from the start:
SMILES | hIAP block | ATG4B inhibitor | hIAP activ | mIAP act | mIAP block | MPTP inh | beta cell repl | APOBEC3G inh | A3A deaminase
COc1ccccc1NS(=O)(=O)c1ccc(Cl)c(NC(=O)C(C)N2C(=O)c3ccccc3C2=O)c1 (stereo not drawn) | 10 | 1 | 0.9 | 0.98 | 2 | 1.4 | 5 | -7 | -2
COc1ccc(C2c3[nH]c4ccccc4c3C[C@H]3C(=O)N(c4ccccc4C(=O)N4CCC[C@H]4C(=O)O)C(=O)N23)cc1 (stereo partly drawn) | 0 | -6 | 1 | 1 | -2 | -0.8 | 1 | -1 | 3
Cc1ccc(O)c(CNc2nc3ccccc3n2C(C)C)c1 | -16 | -6 | 1.2 | 1.2 | -17 | 0.0 | 0 | -2 | 1
Cc1cc2c(ncn2C(C)C)c(NS(=O)(=O)c2ccc(F)cc2)c1C | 19 | -18 | 0.81 | 1 | -4 | 2.1 | 8.9* | -6 | -1
Cc1cc(=O)n2nc(N3CCCC(C(=O)NCc4ccc(Cl)cc4)C3)sc2n1 (stereo not drawn) | 17 | -9 | 0.83 | 1 | 0 | 1.0 | -1 | -4 | -3
CC(C)(C)C(=O)NC(n1cnc2c(N3CCOCC3)ncnc21)C(Cl)(Cl)Cl (stereo not drawn) | 10 | -15 | 0.9 | 0.98 | 2 | -2.0 | -1 | -10 | 0
COc1cc(C(C)=O)ccc1Oc1ncnc2c1cnn2-c1ccc(C)c(C)c1 | 2 | 1 | 0.98 | 0.85 | 15 | 5.2 | -4 | -5 | -1
COC(=O)CCCC(=O)N1CCCC(CCC(=O)NCc2ccc(F)c(F)c2)C1 (stereo not drawn) | -9 | 0 | 1.1 | 1 | -3 | -0.1 | 0 | 1 | 2
CC(=O)N1CCc2[nH]c3ccccc3c2C1 | 2 | -3 | 0.98 | 1 | -2 | -1.7 | -2 | -4 | -1
CCC1CN(C(=O)N2CCC(C(=O)Nc3ccccc3OC)CC2)c2ccccc2O1 (stereo not drawn) | -4 | 1 | 1 | 0.95 | 5 | 1.5 | -3 | -6 | -3
Cc1nc(NC(=O)c2ccccc2)sc1C1(C)CC(c2ccc(OC(F)(F)F)cc2)=NO1 (stereo not drawn) | 7 | x | 0.93 | 0.82 | 18 | x | -7 | -4 | -2
COC(=O)c1ccc(CNC(=O)C2CCC(=O)N(CCc3ccccc3)C2)cc1 (stereo not drawn) | -7 | -10 | 1.1 | 0.92 | 8 | 0.5 | -4 | -6 | -5
Cc1ccc(NC(=O)c2oc3ccccc3c2C)c([N+](=O)[O-])c1 | -4 | -4 | 1 | 1 | 0 | -0.4 | 0 | 2 | 1
COc1ccc(NC(=O)CSC2=NN3CCCC(=O)N=C3S2)c(OC)c1 | 8 | -6 | 0.92 | 0.95 | 5 | -0.3 | 2 | -8 | -5
NCC(c1ccccc1)c1c[nH]c2ccccc12 (stereo not drawn) | 7 | -14 | 0.93 | 1 | -4 | -1.0 | -2 | -4 | -2
O=C(c1cnc2ccccn2c1=O)N1CCCc2ccccc21 | 9 | -2 | 0.91 | 0.95 | 4 | -0.7 | 0 | -4 | 1
CC(=O)Oc1ccc(/C=C(\NC(=O)c2ccco2)C(=O)Nc2ccc(C(C)=O)cc2)cc1 | 25 | 3 | 0.75 | 0.9 | 10 | 0.9 | -1 | -9 | -1
CN(C)Cc1c(C(=O)N/N=C/CCc2ccccc2)nnn1-c1nonc1N | -16 | 0 | 1.2 | 0.97 | 3 | -1.0 | 0 | -2 | -5
COc1ccc(C(CNC(=O)c2oc3ccccc3c2C)N2CCCC2)cc1 (stereo not drawn) | -4 | -2 | 1 | 1 | -1 | 0.4 | -5 | -3 | -1
COc1ccccc1N1CCN(/N=C/c2cccc(OC)c2OC)CC1 | -1 | -1 | 1 | 0.97 | 2 | -0.1 | -1 | -1 | 3
O=C(NCc1ccccc1)C(c1cccnc1)N(Cc1ccco1)C(=O)c1ccccn1 (stereo not drawn) | 16 | -10 | 0.84 | 1 | -1 | 0.8 | -2 | -5 | 0
CCC(C)NC(=O)CCn1c(=O)c2cccn2c2ccc(F)cc21 (stereo not drawn) | -5 | 10 | 1.1 | 0.99 | 1 | -1.1 | 1 | -7 | -2
Cc1ccc([N+](=O)[O-])c(OCCCN2CCCCCC2)c1 | -8 | -7 | 1.1 | 0.92 | 8 | 1.6 | -3 | -4 | -2
CCOc1ccc2nc(SCC(=O)NC(=O)NCc3ccco3)[nH]c2c1 | -25 | 6 | 1.3 | 0.83 | 17 | 2.0 | -2 | 5 | 12
Cc1ccccc1-n1ncc(C(C)NC(=O)c2ccco2)c1C (stereo not drawn) | 10 | 2 | 0.9 | 0.96 | 4 | 3.7 | 1 | -4 | -1
The list goes on:
SMILES | hIAP block | ATG4B inhibitor | hIAP activ | mIAP act | mIAP block | MPTP inh | beta cell repl | APOBEC3G inh | A3A deaminase
CCc1nc2ccc(C(=O)N3CCN(c4cccc(C(F)(F)F)c4)CC3)cc2nc1CC | 12 | 4 | 0.88 | 0.91 | 9 | -0.4 | -3 | 3 | 0
Cc1ccc2c(c1)-n1c(nc3ccc(Cl)cc3c1=O)C(CC(C)C)NC2=O (stereo not drawn) | -1 | x | 1 | 1 | -2 | x | -1 | -9 | -5
CCOC(=O)N1CCN(C(=O)COc2cccc3c2CCN(Cc2ccccc2C)C3=O)CC1 | -6 | -8 | 1.1 | 1 | -1 | -1.2 | -3 | -9 | -1
COc1ccc(OCCOCCN2CCc3ccccc3C2)cc1 | -12 | -6 | 1.1 | 0.97 | 3 | -0.8 | 4 | -5 | 4
Cc1ccc2nc3c(cc(C#N)c(=N)n3Cc3cccnc3)c(=O)n2c1 | -10 | x | 1.1 | 1 | -2 | x | -3 | -2 | -3
CCOc1ccc(NC(=O)C/C(N)=N/O)cc1 | 16 | 6 | 0.84 | 1 | -2 | -0.3 | -1 | -3 | -1
CC(OC(=O)c1cccc(NS(C)(=O)=O)c1)C(=O)Nc1ccc(N2CCOCC2)cc1 (stereo not drawn) | -6 | -12 | 1.1 | 1.1 | -5 | 5.2 | 0 | 2 | 6
CCn1cc(CN2CCCC(C(=O)Nc3ccc(-c4cscn4)cc3)C2)cn1 (stereo not drawn) | -34 | -4 | 1.3 | 1.1 | -10 | -1.0 | -1 | -1 | 2
CCc1c(C2(O)CCCCC2)[nH]c2cc(C(F)(F)F)ccc12 | -5 | 11 | 1 | 1.1 | -7 | 82* | -9 | -12 | -1
COc1ccc(CNc2ncc(-c3ccccc3)n2C)cc1 | 11 | 0 | 0.89 | 1.1 | -6 | 0.4 | 0 | -1 | -3
COC(=O)CCC(=O)Nc1sc(Cc2ccccc2)c(C)c1C(N)=O | 9 | -13 | 0.91 | 0.78 | 22 | 3.2 | -6 | 45* | 0
C/C(Cc1ccccc1)=N\NC(=O)c1cccnc1 | -27 | 6 | 1.3 | 1.1 | -9 | 0.5 | 0 | -7 | -8
CCc1ccc(OC(=O)c2cccnc2)cc1 | -7 | 5 | 1.1 | 1 | -3 | -0.4 | -5 | -8 | 0
CN(C)/C(=N\O)c1c(Cl)cccc1Cl | 17 | -3 | 0.83 | 0.98 | 2 | -0.1 | 2 | -5 | -3
Cc1onc(-c2ccccc2)c1C(=O)NCCCc1ccccc1 | -9 | -1 | 1.1 | 1.1 | -12 | -0.3 | -2 | -3 | -3
C[N+]1(CC(=O)NNc2c3ccccc3nc3ccccc23)CCOCC1 | 12 | x | 0.88 | 0.93 | 8 | x | 2 | 10 | 20
CNC(=O)c1ccc(NC(=O)/C=C/c2cccc(F)c2)cc1 | -12 | 1 | 1.1 | 1 | -4 | -0.6 | -1 | -7 | -4
Cc1ccc(S(=O)(=O)Nc2ccc(Cl)cn2)cc1C | -26 | 2 | 1.3 | 1.1 | -6 | 0.5 | -4 | -5 | 2
Cc1ccc(-c2nnc3c4ccccc4c(C)nn23)cc1S(=O)(=O)N1CCN(CCO)CC1 | 9 | -15 | 0.91 | 1 | 0 | 1.3 | 1 | 2 | 3
Clc1ccccc1Cn1nnc2ccccc21 | 1 | 3 | 0.99 | 1 | -4 | 0.7 | 0 | -4 | -2
CC12CCC(=O)N1C(C(=O)NNC(=O)c1ccccc1)CS2 (stereo not drawn) | -2 | -4 | 1 | 1.1 | -6 | -3.2 | -2 | -7 | -1
CCOc1ccc(NC(=S)N2CCC(NC(=O)c3ccco3)CC2)cc1 | 2 | 6 | 0.98 | 1 | 0 | -1.4 | -1 | -10 | 1
Cc1c(-c2ccccc2)nc(N)c(C#N)c1-c1ccco1 | -1 | -5 | 1 | 1 | 0 | 4.1 | 0 | -3 | 1
Cc1ccc(OCC(=O)O)c(-n2nc3ccccc3n2)c1 | -6 | -7 | 1.1 | 1 | -2 | 0.3 | 1 | -7 | 10
COc1ccccc1OCCCOc1c(C)cc(C)cc1Br | 4 | -2 | 0.95 | 0.87 | 13 | 0.7 | 0 | -1 | 1
Oc1ccc2ccccc2c1CNc1ccccn1 | -7 | -3 | 1.1 | 1.1 | -10 | 0.7 | -4 | -10 | -1
CC1CCCCN1CCNC(=O)c1ccc2c(=O)n(CCc3ccccc3)c(=O)[nH]c2c1 (stereo not drawn) | -12 | -7 | 1.1 | 0.92 | 8 | 2.2 | -5 | -9 | -3
CCC1OC(c2ccc([N+](=O)[O-])cc2)=Nc2ccccc21 (stereo not drawn) | -16 | -3 | 1.2 | 0.92 | 8 | 0.7 | 0 | -9 | -7

Rewritten field by field: part of the list above.
> CCc1ccc(OC(=O)c2cccnc2)cc1
  hIAP block: -7	ATG4B inhibitor: 5	hIAP activ: 1.1	mIAP act: 1	mIAP block: -3	MPTP inh: -0.4	beta cell repl: -5	APOBEC3G inh: -8	A3A deaminase: 0
> CN(C)/C(=N\O)c1c(Cl)cccc1Cl
  hIAP block: 17	ATG4B inhibitor: -3	hIAP activ: 0.83	mIAP act: 0.98	mIAP block: 2	MPTP inh: -0.1	beta cell repl: 2	APOBEC3G inh: -5	A3A deaminase: -3
> Cc1onc(-c2ccccc2)c1C(=O)NCCCc1ccccc1
  hIAP block: -9	ATG4B inhibitor: -1	hIAP activ: 1.1	mIAP act: 1.1	mIAP block: -12	MPTP inh: -0.3	beta cell repl: -2	APOBEC3G inh: -3	A3A deaminase: -3
> C[N+]1(CC(=O)NNc2c3ccccc3nc3ccccc23)CCOCC1
  hIAP block: 12	ATG4B inhibitor: x	hIAP activ: 0.88	mIAP act: 0.93	mIAP block: 8	MPTP inh: x	beta cell repl: 2	APOBEC3G inh: 10	A3A deaminase: 20
